Screening results from PubChem.
TNAP act hi DEA: TNAP activators at high phosphate acceptor level, primary screen, biochemical, luminescence, uHTS; 200,000 tested, under 10 active; activation factor at 20 µM; Alkaline phosphatase, tissue-nonspecific isozyme (Homo sapiens), P05186; purified TNAP, CDP-star luminescence, 1 M DEA, 30 min; stronger effect = higher value; 0 = EDTA background, 1 = DMSO-only activity;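 active = activation factor at least 2 at 20 µM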
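Test system – human TNAP · Doses – 20 µM single point · Incubation – 30 min, room temperature · Signal – luminescent substrate turnover signal · Read-out basis – activation factor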
PMI act: activators of human PMI, primary screen, biochemical, fluorescence intensity, near-Km mannose 6-phosphate; Mannose-6-phosphate isomerase (Homo sapiens), P34949; purified human PMI, coupled resazurin fluorescence, 20 min; stronger effect = higher value; 1 = vehicle control, 0 substrate-free wells; activation factor at 20 µM; 190,000 compounds, 0.005% hits;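 active = activation factor of 2 or more at 20 µM, relative to plate controls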
Target sequence (P34949 whole entry, looked up): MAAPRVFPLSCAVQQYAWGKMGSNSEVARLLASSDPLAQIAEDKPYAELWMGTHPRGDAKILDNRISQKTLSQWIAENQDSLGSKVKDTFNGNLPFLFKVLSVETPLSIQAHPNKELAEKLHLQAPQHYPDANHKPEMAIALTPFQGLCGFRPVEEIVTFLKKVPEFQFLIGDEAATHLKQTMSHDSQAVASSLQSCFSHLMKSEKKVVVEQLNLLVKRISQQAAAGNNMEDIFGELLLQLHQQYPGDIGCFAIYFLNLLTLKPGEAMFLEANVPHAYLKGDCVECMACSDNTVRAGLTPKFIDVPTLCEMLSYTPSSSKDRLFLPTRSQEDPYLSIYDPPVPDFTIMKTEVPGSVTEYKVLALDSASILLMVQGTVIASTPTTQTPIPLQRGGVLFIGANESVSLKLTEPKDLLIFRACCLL
TNAP inh no acc: human TNAP enzyme inhibitors, primary screen, biochemical, luminescent, no phosphate acceptor, uHTS | inhibition, % at 20 µM | 200,000 compounds, 0.26% hits | Alkaline phosphatase, tissue-nonspecific isozyme (Homo sapiens), P05186 | purified TNAP, CDP-star luminescence, 30 min;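 active = tissue-nonspecific alkaline phosphatase inhibition above about 50% at 20 µM in the single-dose screen, limit read from the data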;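 also: 0% = DMSO negative control and 100% = EDTA positive control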
HMGR II inh: inhibitors of E. faecalis class II HMGR, primary screen, biochemical, Enterococcus faecalis | purified E. faecalis HMGR, NADPH absorbance 340 nm kinetic | inhibition, % at 10 µM | AID 1066, 2008 | 190,000 compounds, 0.41% hits;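 active = inhibition above a set limit, the median over all tested compounds plus 3 SD, cut at about 9.5% in these data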;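 also: enzyme runs in reverse so mevalonate oxidation gives rising NADPH absorbance; 0% = complete reaction with DMSO and 100% = background rate lacking mevalonate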
FLuc act counter: FLuc activators, initial screening, artefact control for FLuc-dependent activation tests, biochemical, ATPlite luminescence; activation factor at 10 µM; 200,000 tested, under 10 active; Luciferin 4-monooxygenase (Photinus pyralis), P08659; ATPlite luciferase biochemical, 10 min; 0 = ATP-free wells, 1 = DMSO control;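 active = luciferase activation factor, scaled between plate controls, of at least 2 with compound at 10 µM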
Target sequence (P08659 whole entry, looked up): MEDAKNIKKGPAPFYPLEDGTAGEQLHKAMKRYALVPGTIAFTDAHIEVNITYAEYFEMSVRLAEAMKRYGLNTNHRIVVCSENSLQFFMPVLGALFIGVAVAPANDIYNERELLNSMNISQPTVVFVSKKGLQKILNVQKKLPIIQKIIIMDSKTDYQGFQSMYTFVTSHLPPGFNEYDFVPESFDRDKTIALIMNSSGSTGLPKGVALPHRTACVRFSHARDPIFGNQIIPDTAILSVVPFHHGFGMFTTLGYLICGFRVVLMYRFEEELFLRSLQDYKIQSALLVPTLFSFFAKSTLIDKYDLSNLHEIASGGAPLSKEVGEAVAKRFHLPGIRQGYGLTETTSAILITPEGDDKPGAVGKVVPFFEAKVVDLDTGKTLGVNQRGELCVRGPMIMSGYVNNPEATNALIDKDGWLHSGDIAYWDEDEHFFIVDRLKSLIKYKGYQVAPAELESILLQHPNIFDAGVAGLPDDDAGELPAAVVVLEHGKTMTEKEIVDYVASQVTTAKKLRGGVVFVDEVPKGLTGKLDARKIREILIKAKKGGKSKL
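Material: Luciferase/luciferin reagent mix | Doses: Test compounds dosed from 2 mM stocks in 100% DMSO | Timing: 10 min incubation after luciferase reagent addition, room temperature | Measured by: Luminescence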
Diaphorase act: compounds boosting diaphorase resazurin reduction – biochemical, uHTS, resorufin fluorescence, counter-screen for diaphorase-coupled primary assays, primary screen | Diaphorase/resazurin coupled assay, 16 min; stronger effect = higher value; 1 = vehicle wells, 0 = NADH-free wells | activation factor at 20 µM | 190,000 compounds, 0.005% hits;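 active = diaphorase activity raised at least twofold by the compound at 20 µM; inactive = activation factor below 2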
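Test system: Clostridium kluyveri diaphorase, purified enzyme. Buffer or medium: 50 mM HEPES pH 7.4 buffer plus MgCl2 and Tween 20. Also added: 0.114 mM NADH and 0.1 mM resazurin, final amounts. Dosing: compound 20 µM once, DMSO 1%. Schedule: 16 min enzyme reaction, ambient temperature. Detection: fluorescence of resorufin, 544 nm excitation, 590 nm emission.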
TNAP inh hi DEA: human TNAP enzyme inhibitors, primary screen, biochemical, luminescent, high phosphate acceptor level, uHTS | Alkaline phosphatase, tissue-nonspecific isozyme (Homo sapiens), P05186 | purified TNAP, CDP-star luminescence, 1 M DEA | inhibition, % at 20 µM | 200,000 compounds, 0.03% hits;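 active = over 50% inhibition of tissue-nonspecific alkaline phosphatase at 20 µM in the single-dose screen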;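 also: plate controls were DMSO wells for no effect and EDTA-quenched wells as full inhibition for full effect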
G6PDH CS: L. mesenteroides G6PDH inhibitors, counter-screen for G6PDH-coupled screening assays, biochemical, Leuconostoc mesenteroides enzyme | Purified L. mesenteroides G6PDH, diaphorase/resazurin coupled fluorescence, 45 min | glucose-6-phosphate dehydrogenase [Leuconostoc mesenteroides] | inhibition, % at 5 µM | 200,000 compounds, 0.12% hits | AID 1020, 2008; in the data active = inhibition above about 50%
Diaphorase inh: diaphorase inhibitors and chemical oxidizers, primary screen, counter-screen for diaphorase-coupled primary assays, biochemical, uHTS, resorufin fluorescence; inhibition, % at 20 µM; 190,000 compounds, 0.69% hits; diaphorase resazurin-to-resorufin fluorescence, NADH, 16 min; bacterial (C. kluyveri) enzyme, not human;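 active = primary screen inhibition at 20 µM above a set limit, cut at about 50% in these data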;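 also: plate controls were DMSO with full reaction for no effect and wells lacking NADH for full effect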
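Test system: diaphorase enzyme from Clostridium kluyveri; amount: diaphorase at 0.14 U/mL in enzyme working solution; detection: fluorescence of resorufin formed from resazurin, Ex 544/Em 590 nm; times: reaction incubation of 16 min at room temperature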
PMI act satM6P: human PMI activators, high substrate, primary screen, biochemical, fluorescence intensity, near-saturating mannose 6-phosphate; 190,000 compounds, 0.34% hits; AID 1216, 2008; coupled PMI enzyme assay, resazurin fluorescence, 20 min; stronger effect = higher value; 1 = untreated enzyme, 0 = substrate-free blank; Mannose-6-phosphate isomerase (Homo sapiens), P34949; activation factor at 20 µM;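 active = activation factor of 2 or more at 20 µM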
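Test system – human PMI in coupled enzyme assay · Timing – 20 min incubation at room temperature · Detection – Diaphorase-driven resazurin-to-resorufin fluorescence, excitation 544, emission 590 nm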
An asterisk follows results filed as active; . = no result given.

Molecule	PMI act satM6P	Diaphorase inh	PMI act	Diaphorase act	G6PDH CS	TNAP act hi DEA	TNAP inh no acc	TNAP inh hi DEA	FLuc act counter	HMGR II inh
O=C1CCC(Cc2ccccc2)N1 (stereo unspecified)	0.9	12	0.9	0.9	-8	1	-1	-2	1.1	3
Cc1ccc(CN2CCN(/N=C/c3ccc(C)s3)CC2)cc1	0.9	11	0.9	0.9	-16	1	-4	-4	1.1	-3
CN1CCC(=NNC(=O)C(=O)NC(C)(C)C)CC1	1.2	1	1.1	1	0	1	-7	0	1	4
O=C(CSc1n[nH]c(-c2cccs2)n1)NCc1ccc2c(c1)OCO2	0.9	18	0.9	0.8	-10	1	10	-1	1	2
CCN(CC)Cc1ccccc1Sc1ccccc1	1.1	5	1.2	0.9	10	1	0	-5	1.1	-8
CC(C)(C)NC(=O)COC(=O)c1ccc(Cl)c(S(N)(=O)=O)c1	0.9	7	1	0.9	2	0.9	-2	8	1	-2
CC(OC(=O)c1ccc(Cl)nc1)C(=O)NC(C)(C)C (stereo unspecified)	1.1	2	1.1	1	12	1	8	0	1.1	-4
O=C(O)c1ccccc1C(=O)NCc1ccc(F)cc1	0.9	11	1	0.9	-3	1	-8	-4	1.1	-1
Nc1ccccc1SCC(=O)Nc1nc(-c2ccccc2)cs1	1	14	0.9	0.9	10	1	-2	3	1	-5
CCOc1cc(S(=O)(=O)NCCc2cccc(C)c2)c(OCC)cc1-n1cnnn1	1.1	0	1.1	1	20	1	11	-3	1	1
Cc1ccc(-c2cc(C(=O)O)c3sc(N4CCCCC4)nc3n2)cc1	1.4	32	1.3	0.7	4	1	-1	0	0.9	-4
O=C(CSc1ncn[nH]1)NC12CC3CC(CC(C3)C1)C2	1.1	-2	1	1	-1	1.1	-5	-7	1	-1
CCOC(=O)C(Cc1ccccc1)NC(C)=O (stereo unspecified)	1	5	1	1	-1	0.9	-5	8	1	0
Cc1cc(NC(=O)CSc2nnnn2C2CCCC2)no1	1.1	-5	1	1	-4	1	-10	-1	1	-3
O=c1cc(O)nc(SCc2ccccc2)n1-c1ccc(F)cc1	1	11	1	0.9	1	1	-7	-2	1	2
CC(C)COc1ccc(C(=O)Nc2scc(-c3ccc(Cl)cc3Cl)c2C(N)=O)cc1	0.9	16	0.8	0.8	9	1.1	-9	-6	1	.
Cc1cccc2c1N(C(=O)c1ccco1)C(C)(C)c1ssc(=S)c1-2	0.9	9	0.9	0.9	10	0.9	18	8	1.1	2
Cc1cc(=O)n2c(c1C#N)SC1CCCCC12O (stereo unspecified)	0.9	24	0.9	0.8	1	1.1	-21	-8	1	-5
O=C(O)CCC(=O)NC1CCCCC1	1.1	8	1.1	0.9	6	1	-14	-2	1	-4
Cc1ccc2cc(CN(Cc3ccc4c(c3)OCO4)Cc3nnnn3Cc3ccco3)c(=O)[nH]c2c1	1	21	0.9	0.8	8	1	1	1	1	0
CCOC(=O)c1c(CN2CCN(c3ccccc3)CC2)oc2ccc(O)cc12	0.9	24	0.8	0.8	-19	1	2	0	1	-4
CCCCc1nc2ccccc2c(=O)n1NC(=O)c1c(O)c2ccccc2n(C)c1=O	.	.	.	.	21	1	-3	-3	1	-3
COc1ccc(OCc2nnc(SCC(=O)c3ccccc3)o2)cc1	0.9	25	0.9	0.7	9	1	-6	-2	1	2
Cc1ccc(C)c(-n2cc(CN3CCN(C(=O)c4ncn[nH]4)CC3)c(-c3ccccc3)n2)c1	0.9	14	1	0.9	22	1	-6	-4	1.1	-3
O=C(CSc1nnnn1-c1ccccc1)CSc1nnnn1-c1ccccc1	0.9	21	0.9	0.8	-4	1	1	0	1.1	-6
COc1ccc(C2(O)CCN(Cc3nnnn3Cc3ccc(C)cc3)CC2)cc1	1	14	0.9	0.9	-4	1.1	-10	-6	1.1	-1
Cc1cc(C)n(/N=C/c2ccccc2)c(=O)c1C#N	1	4	0.9	1	3	1	-1	1	1	-5
CCCC(=O)Nc1ccc(Br)c(Cl)c1	1	6	0.9	0.9	15	1.1	-6	-7	1	-5
COc1ccc(CC(=O)c2cc(OC)c(OC)cc2CC(=O)O)cc1OC	1	6	1.1	0.9	3	1.1	-16	-7	1.1	-1
Cc1cccc(C(=O)N2CCCCCC2)c1	1	4	1	1	2	1	-30	-2	1	-6
CC(C)CNC(=O)COC(=O)/C=C/c1ccco1	1	5	1	0.9	8	1	-13	-5	1	0
CCOC(=O)c1c(NC(=O)COC(=O)c2ccncc2)sc(C)c1C	1.2	-3	1.1	1	3	1	1	0	1	-3
O=C(NC(=S)NCc1ccco1)c1ccccc1	1	10	1	0.9	4	1.1	-8	-6	1.1	-3
CCOC(=O)CC(=O)CSc1nc2c(cc1C#N)CCCCC2	1.5	22	1.4	0.8	2	1.1	-7	-6	1	-2
S=c1[nH]ccn1-c1cccc(Cl)c1	1.1	20	1.1	0.8	11	1	-135	0	1	-2
CCC1CCCCN1S(=O)(=O)c1ccc(NC(=O)CSc2ncccc2C(=O)O)cc1 (stereo unspecified)	1	6	1	0.9	4	1	-9	-3	1	-5
Cc1cc(C)n2nc(SCc3cc(=O)oc4cc(C)c(C)cc34)nc2n1	1	12	1	0.9	4	1.1	3	-8	1	2
Cc1ccc([N+](=O)[O-])cc1NC(=S)NC(=O)c1ccco1	1	11	1	0.9	-12	1	-8	-1	1.1	-7
Cc1nc(-c2ccc(Cl)cc2)sc1C(=O)CBr	1	53*	1.1	0.5	7	1	-2	0	1	-10
O=C(CSc1nc2ccncc2[nH]1)Nc1ccccc1C(F)(F)F	1	6	1	0.9	19	1	18	-4	1	1
CC(C)(C)c1ccc(C(O)CCCN2CCC(C(O)(c3ccccc3)c3ccccc3)CC2)cc1 (stereo unspecified)	1	-3	1	1	11	1	-10	-4	1	-5
Cc1c(C(=O)Nc2ccc(OCc3ccccc3)cc2)cccc1[N+](=O)[O-]	1	0	0.9	1	3	1	-8	-2	1.1	0
O=C(CCC1CCCC1)N1CCC(N2CCN(c3ccccc3)CC2)CC1	1.1	19	1	0.8	19	1	2	-1	1.1	2
O=C(NCc1cccs1)c1cc(-c2ccccn2)nc2ccc(Br)cc12	1	-11	1	1.1	6	1	-3	-5	1.1	-3
Cc1ccc(C(=O)NC2CCCCCC2)o1	1	6	0.9	0.9	-2	1	-9	0	1	1
Cc1cc(C(C)(C)C)cc(S(=O)(=O)Nc2ccc(C(=O)O)cc2)c1C	0.9	10	0.9	0.9	9	1	-4	1	1	-1
CCc1ccc(OCC(=O)NC(NC(=S)Nc2ccc(C)cc2C)C(Cl)(Cl)Cl)cc1 (stereo unspecified)	1	1	1	1	2	1	-14	-4	1.1	-1
O=C(NCc1ccc2c(c1)OCO2)c1cc(-n2cnnc2)ccc1Cl	0.9	5	0.7	0.9	3	1	-12	-3	1.1	-1
CCOCCCn1c(SCc2nc3ccccc3s2)nc2ccccc2c1=O	0.9	14	0.9	0.9	13	1	-10	-4	0.9	-2
O=C(CSc1nnc(CN2CCOCC2)n1-c1ccccc1)Nc1ccc(Cl)cc1	1.1	2	1.1	1	8	1	-10	-2	1.1	3

Next section.
Molecule	PMI act satM6P	Diaphorase inh	PMI act	Diaphorase act	G6PDH CS	TNAP act hi DEA	TNAP inh no acc	TNAP inh hi DEA	FLuc act counter	HMGR II inh
COCCOC(=O)C1=C(C)NC(=O)NC1c1ccc(OC(=O)c2ccco2)c(OC)c1 (stereo unspecified)	0.9	9	0.9	0.9	6	1	-4	0	1	4
O=C(Cc1ccc(Nc2nc(=S)[nH]c3ccccc23)cc1)NC1CCCCC1	0.9	14	1.1	0.9	-1	1	9	-3	1	2
CCc1ccccc1-n1c(SCC(=O)N2CCCC2)nc2[nH]ncc2c1=O	1	7	1	0.9	5	1	-4	2	1	-1
NS(=O)(=O)c1ccc(NC(=S)NCCc2ccccc2)cc1	1	8	0.9	0.9	5	1	-2	-2	1.1	-11
Cc1sc2nc(C)n(/N=C/c3ccccc3)c(=O)c2c1C	0.9	17	0.9	0.8	-4	1.1	-14	-8	1.1	-4
O=C(CNCC1CCCO1)N1CCCc2ccccc21 (stereo unspecified)	1	13	1	0.9	4	1	-14	-4	1.1	1
C=CCn1c(CCNC(=O)c2ccccc2F)nnc1SCc1nc2ccccc2c(=O)[nH]1	1	2	1.2	1	8	1	-7	0	1.1	-4

Looked up by structure from the list above:
Molecule	PMI act satM6P	Diaphorase inh	PMI act	Diaphorase act	G6PDH CS	TNAP act hi DEA	TNAP inh no acc	TNAP inh hi DEA	FLuc act counter	HMGR II inh
O=C(Cc1ccc(Nc2nc(=S)[nH]c3ccccc23)cc1)NC1CCCCC1	0.9	14	1.1	0.9	-1	1	9	-3	1	2
O=C(O)CCC(=O)NC1CCCCC1	1.1	8	1.1	0.9	6	1	-14	-2	1	-4
CCCC(=O)Nc1ccc(Br)c(Cl)c1	1	6	0.9	0.9	15	1.1	-6	-7	1	-5
Cc1cccc(C(=O)N2CCCCCC2)c1	1	4	1	1	2	1	-30	-2	1	-6
CC(OC(=O)c1ccc(Cl)nc1)C(=O)NC(C)(C)C (stereo unspecified)	1.1	2	1.1	1	12	1	8	0	1.1	-4
Cc1ccc2cc(CN(Cc3ccc4c(c3)OCO4)Cc3nnnn3Cc3ccco3)c(=O)[nH]c2c1	1	21	0.9	0.8	8	1	1	1	1	0
